High-throughput results: PubChem, several laboratories
Bim-Mcl-1: inhibitors of Bim peptide binding to Mcl-1, primary screen, biochemical, bead-based flow cytometry, multiplex | Induced myeloid leukemia cell differentiation protein Mcl-1 (Homo sapiens), Q07820 | Bim peptide-Mcl-1 binding | inhibition, % at 10 µM | 0.1% of 190,000 active | AID 1009, 2008; in the data active = inhibition above about 40%;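 also: 0% = no compound tracer wells and 100% = peptide blocker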
ABCG2 inh: ABCG2 efflux pump inhibitors, primary screen, multiplex with ABCB1, IgMXP3 cells, flow cytometry | JC-1 efflux | inhibition, % at 6.6 µM | Broad substrate specificity ATP-binding cassette transporter ABCG2 (Homo sapiens), Q9UNQ0 | 0.1% of 190,000 active | AID 1325, 2008;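 active = inhibition above 80%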;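 also: 0% = DMSO and 100% = nicardipine control wells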
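Test system: IgMXP3 (ABCG2) plus far-red-tagged CCRF-Adr (ABCB1) cells. Reagent: JC-1 dye as substrate. Timing: 10 min exposure at 25 °C with rotation, no wash. Measured by: flow cytometric JC-1 green MFI at 530 nm. Read-out: percent efflux inhibition, scaled nicardipine 100% to DMSO 0%. Control set: nicardipine and DMSO wells.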
Pf gametocyte: late stage P. falciparum gametocyte viability inhibitors, primary screen, ATP luminescence, HTS. P. falciparum stage V gametocytes, 24 h. inhibition, % at 10.9 µM. 0.065% of 150,000 active;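 active = inhibition above the mean plus 3 SD of compounds within the control limits, set per campaign, cut at about 38% in these data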;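 also: 0% = DMSO wells and 100% = medium only without gametocytes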
Avidin fluor: green autofluorescence of compounds with avidin beads – biophysical, 488/530 nm, flow cytometry, artefact control, profiling panel; compound fluorescence 488/530 nm; stronger effect = higher value; fluorescence (KMESF) at 10 µM; 0.38% of 220,000 active; in the data active = fluorescence above about 47; also: inactives centre near 10
GSH fluor: compound fluorescence on glutathione beads, profiling panel, artefact control, biophysical, 488/530 nm, flow cytometry | GSH beads flow cytometry, compound fluorescence 488/530 nm; stronger effect = higher value | fluorescence (KMESF) at 10 µM | 0.25% of 190,000 active | AID 1776, 2009; in the data active = fluorescence above about 89;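 also: glutathione beads carrying GST-tagged Bcl family fusion proteins plus one bare bead set; values are compound well signal with DMSO vehicle wells as background; inactives centre near 16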
RGS7-Gao: RGS7-Galphao binding modulators, primary screen, biochemical, multiplexed bead flow cytometry | 0.35% of 220,000 active | Guanine nucleotide-binding protein G(o) subunit alpha (Homo sapiens), P09471 | binding response (% of control), % at 10 µM | actives lie on both sides; in the data active = binding response below about 49% or above about 150%; inconclusive = no clear call, values can overlap the other calls; inactive = in between;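 also: fluorescent Galphao held in activated GDP-AlF4 state binding bead-coupled RGS7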
RGS8-Gao: RGS8-Galphao binding modulators, primary screen, biochemical, multiplexed bead flow cytometry. 0.34% of 220,000 active. Guanine nucleotide-binding protein G(o) subunit alpha (Homo sapiens), P09471. response (percent of control binding), % at 10 µM. actives lie on both sides. AID 1423, 2008; in the data active = response below about 60% or above about 140%; inactive = in between;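 also: Galphao activated as the GDP aluminium fluoride complex binding bead-coupled RGS8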
Mcl1-Noxa inh: Mcl-1/Noxa binding inhibitors, primary screen, biochemical, TR-FRET, 1536-well; TR-FRET Mcl-1/Noxa peptide binding, 2 h; inhibition, % at 21.7 µM; 1.5% of 220,000 active; AID 1022, 2008;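 active = compounds that cut the protein-peptide binding signal by more than 50% relative to plate controls in a single-dose test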;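 also: His-tagged Mcl-1 with rhodamine Noxa BH3 peptide and terbium anti-His antibody; 0% = Mcl-1 plus Noxa peptide wells and 100% = peptide-only wells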
ABCB1 inh: ABCB1 efflux pump inhibitors, primary screen, cell-based, multiplex, flow cytometry, ABCG2 counter-screen; ATP-dependent translocase ABCB1 (Homo sapiens), P08183; CCRF-Adr cells, JC-1 efflux; inhibition, % at 6.6 µM; 0.067% of 190,000 active; AID 1326, 2008; in the data active = inhibition above about 40%;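 also: 0% = vehicle and 100% = reference inhibitor; higher value means more JC-1 retained so stronger ABCB1 efflux block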
Target sequence (P08183 whole entry, looked up): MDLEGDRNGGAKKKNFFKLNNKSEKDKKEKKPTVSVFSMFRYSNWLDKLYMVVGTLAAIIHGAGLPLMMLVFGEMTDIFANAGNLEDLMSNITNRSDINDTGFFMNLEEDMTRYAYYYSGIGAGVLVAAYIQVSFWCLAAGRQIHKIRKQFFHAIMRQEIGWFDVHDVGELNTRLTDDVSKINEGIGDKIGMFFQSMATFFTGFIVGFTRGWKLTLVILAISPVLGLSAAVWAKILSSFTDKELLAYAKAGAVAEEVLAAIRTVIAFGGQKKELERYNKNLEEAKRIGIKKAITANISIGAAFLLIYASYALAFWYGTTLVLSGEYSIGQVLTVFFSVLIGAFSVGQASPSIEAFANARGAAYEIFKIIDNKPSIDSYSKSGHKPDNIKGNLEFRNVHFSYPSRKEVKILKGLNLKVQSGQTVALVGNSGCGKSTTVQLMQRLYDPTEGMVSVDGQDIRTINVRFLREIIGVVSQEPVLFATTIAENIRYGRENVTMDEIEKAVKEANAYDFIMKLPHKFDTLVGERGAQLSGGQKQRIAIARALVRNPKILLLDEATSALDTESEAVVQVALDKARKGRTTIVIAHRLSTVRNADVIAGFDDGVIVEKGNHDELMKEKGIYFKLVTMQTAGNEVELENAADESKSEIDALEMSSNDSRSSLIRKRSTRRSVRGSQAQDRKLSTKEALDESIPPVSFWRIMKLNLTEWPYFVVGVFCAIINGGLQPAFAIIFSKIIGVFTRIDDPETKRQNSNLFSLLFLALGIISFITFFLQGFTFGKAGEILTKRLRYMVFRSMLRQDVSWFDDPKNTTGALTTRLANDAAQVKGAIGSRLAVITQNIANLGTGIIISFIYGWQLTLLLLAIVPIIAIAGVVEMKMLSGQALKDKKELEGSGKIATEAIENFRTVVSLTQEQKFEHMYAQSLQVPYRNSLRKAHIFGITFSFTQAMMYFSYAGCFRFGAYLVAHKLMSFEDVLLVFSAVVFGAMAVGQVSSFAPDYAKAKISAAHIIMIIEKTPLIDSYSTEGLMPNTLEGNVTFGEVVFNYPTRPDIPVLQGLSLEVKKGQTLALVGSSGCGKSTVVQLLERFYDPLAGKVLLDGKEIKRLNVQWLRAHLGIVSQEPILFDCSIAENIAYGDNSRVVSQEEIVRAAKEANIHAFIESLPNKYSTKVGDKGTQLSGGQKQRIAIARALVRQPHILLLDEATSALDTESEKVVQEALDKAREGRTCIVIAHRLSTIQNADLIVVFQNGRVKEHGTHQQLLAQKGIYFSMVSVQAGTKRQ
Mcl1 Bid PPI: Mcl-1/Bid binding inhibitors, primary screen, biochemical, TR-FRET, 1536-well; TR-FRET Mcl-1/Bid-Dy647 peptide binding; inhibition, % at 21.7 µM; 0.97% of 220,000 active; AID 1021, 2008;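 active = compounds that cut the binding signal by more than half at the single screening dose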;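 also: His-tagged Mcl-1 with europium anti-His antibody binding Bid BH3 peptide; 0% = Mcl-1 plus peptide wells and 100% = peptide-only wells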
RGS4-Gao reg: modulators of RGS4 binding to Galphao, primary screen, biochemical, multiplexed bead flow cytometry | Guanine nucleotide-binding protein G(o) subunit alpha (Homo sapiens), P09471 | actives lie on both sides | binding response (% of control), % at 10 µM | 0.33% of 220,000 active | AID 1415, 2008; in the data active = binding response below about 49% or above about 150%; inactive = in between;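 also: fluorescent Galphao activated with aluminum fluoride binding bead-coupled RGS4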
* hit, by the source's call; ? = inconclusive; · = no result given.

molecule	ABCB1 inh	Pf gametocyte	Avidin fluor	GSH fluor	RGS7-Gao	Mcl1-Noxa inh	ABCG2 inh	RGS8-Gao	RGS4-Gao reg	Mcl1 Bid PPI	Bim-Mcl-1
CCn1c(SCc2ccc(F)cc2)nnc1-c1nn(-c2ccccc2)ccc1=O	0.6	-7	10	8	101	5	2	100	102	-27	1
CSc1nc(SCCO)c2sc3nc(-c4ccco4)c4c(c3c2n1)CC(C)(C)OC4	0.9	-7	14	8	88	99*	1	80	94	85*	6
COC(=O)c1cc(NC(=O)Nc2cccc(Cl)c2)ccc1Cl	-0.4	·	8	20	99	4	-1	102	105	-29	-1
CCOC(=O)C1(CCCc2ccccc2)CCN(C(=O)CCOC)CC1	-0.2	·	7	12	97	10	-1	102	99	14	-34
CCCNC(=O)CC(NS(=O)(=O)c1ccc(Cl)cc1)c1ccco1 (centres undefined)	0.2	3	7	24	98	-9	1	101	99	21	-2
Cc1nc2ccccc2nc1SCC(=O)c1ccccc1	0.9	·	5	14	107	3	3	113	111	-3	8
O=C(O)CCN(CCC(=O)O)S(=O)(=O)c1ccccc1	0.4	·	15	7	97	12	2	102	106	-14	-2
Nn1c(SCC(=O)Nc2ccc(F)cc2)nnc1-c1cccnc1	0.1	0	12	15	103	-1	0	101	102	-37	-3
Cc1ccc2cc(C)c(SCC(=O)NCc3ccco3)nc2c1	0.5	12	9	25	103	9	1	103	104	-19	0
CCc1ccc(NC(=O)CSc2nc(CSc3ccc(C)cc3)cc(=O)[nH]2)cc1	·	10	7	·	?	6	·	103	106	-27	·
CCCCOc1ccc(NC(=O)C(=O)NCCC2=CCCCC2)cc1	1.3	·	37	12	99	2	5	100	100	-3	-3
O=S(=O)(c1ccc(-c2csc(Nc3ccc(Br)cc3)n2)cc1)N1CCCC1	-2.5	-37	16	11	101	12	2	103	104	-8	-2
Cc1ccc(-c2ccc(C(=O)NCc3ccccc3)o2)c2ccccc12	0.2	1	9	19	96	2	0	99	98	1	-3
Cc1cccc(C)c1N(CC(O)Cn1c2ccccc2c2ccccc21)S(C)(=O)=O (centres undefined)	0.1	3	16	11	107	12	0	108	104	1	-3
O=C(Nc1cccc(C(F)(F)F)c1)c1ccc(N2CCNCC2)c([N+](=O)[O-])c1	2.6	4	9	9	101	21	29	101	99	-23	0
CN(C)CCOC(c1ccc(Cl)cc1)c1ccccn1 (centres undefined)	0.7	·	17	14	93	40	-1	98	95	15	0
Cc1ccc(-c2nc(CS(=O)CC(=O)N3CCN(c4ncccn4)CC3)c(C)o2)cc1 (centres undefined)	-0.5	·	14	20	100	55*	2	97	94	5	0
COc1ccc(N(CC(=O)Nc2ccc(C)c(C)c2)S(=O)(=O)c2c(C)n[nH]c2C)cc1	0.7	-30	13	15	101	3	32	101	101	-18	0
COc1cccc(N2CC(O)Cn3c2nc2c3c(=O)n(CCCc3ccccc3)c(=O)n2C)c1 (centres undefined)	1.2	·	5	49	99	1	9	97	96	-10	0
C=CCc1cccc(CNc2nc3ccccc3n2CCC)c1O	0.6	0	23	17	100	44	2	98	96	-13	0
COc1ccc(N2C(S)=C(C#N)C(=O)NC23CCCCC3)cc1	-0.5	18	8	8	96	2	-2	99	98	-17	0
Cc1[nH]c2ccccc2c1C1C(c2ccccc2)=NN=C(C(C)C)N1O (centres undefined)	3.0	-30	8	18	101	-10	5	103	101	-8	0
CC(C)n1nc(C(=O)OCn2nnc3ccccc3c2=O)c2ccccc2c1=O	2.2	0	3	12	111	17	6	115	105	-19	-8
COc1ccc(-n2c(-c3ccco3)n[nH]c2=S)cc1	2.7	16	13	27	99	30	-1	98	99	-8	-1
COc1ccc2no[n+]([O-])c2c1	·	·	7	·	?	2	·	107	105	-10	·
C[C@H](NC(=O)Cc1cccc2ccccc12)C(=O)N1CCCN(C)CC1	0.5	-10	9	17	104	14	2	111	105	-10	3
CCN1C(=O)N(c2ccc(Cl)cc2)C(C)=CC1(C)C	0.7	0	18	24	98	-41	6	99	98	-11	0
CC(C)[C@@H]1NC(=O)c2cc([N+](=O)[O-])cc(F)c2NCCC[C@@H](C(N)=O)NC(=O)[C@H](CO)NC1=O	2.8	·	12	19	110	4	6	132	119	7	4
CC(=O)CCc1c(C)[nH]c2ccccc2c1=O	0.0	-7	34	12	98	18	0	101	99	1	0
COc1ccccc1NC(=O)C1CCN(c2ncccn2)CC1	0.2	-13	14	33	99	1	12	103	103	-6	-3
Cc1cccc(C(=O)NCc2nnc3c4ccccc4c(-c4ccccc4)nn23)c1	2.4	-3	15	10	98	-12	0	101	96	-33	5
CCCc1c(C(=O)OCC)sc(N)c1C#N	0.0	0	8	11	?	2	1	100	101	-13	-2
O=C(NCc1cccnc1)/C(=N\O)c1ccccc1	0.7	-2	14	9	96	0	4	100	99	-20	0
CCCCNC(=O)c1ccc2c(c1)N(CC)C(=O)c1ccccc1S2(=O)=O	0.7	·	7	10	105	2	1	102	101	12	10
CC(C)(C)OC(=O)C(Cc1ccc(OC(C)(C)C)cc1)NC(=O)CNC(=O)CNC(=O)OCc1ccccc1 (centres undefined)	5.2	9	6	11	101	2	2	97	101	10	-3
COc1ccc(C(C)(C)C)cc1NC(=O)COC(=O)c1cc(SC)ccc1Cl	1.2	4	11	11	97	11	39	99	99	-9	-2
CCOc1cc(C(=O)Nc2ccc(NC(C)=O)cc2)ccc1OCC(=O)N1CCCCC1	-0.2	0	6	9	99	-5	1	97	102	-2	16
COc1ccc(N2C(=O)CS/C2=C\[N+](=O)[O-])cc1	0.0	6	9	21	94	34	1	101	97	-45	0
CCCCCc1c(C)nc(N2CCc3ccccc32)[nH]c1=O	0.3	·	22	19	98	-7	43	99	102	-2	-2
O=C(/C=C/c1ccc2c(c1)OCCCO2)c1ccc2ccccc2c1O	0.9	-12	16	17	92	16	13	95	92	-1	0

Single records, from the list above. Order of values: ABCB1 inh | Pf gametocyte | Avidin fluor | GSH fluor | RGS7-Gao | Mcl1-Noxa inh | ABCG2 inh | RGS8-Gao | RGS4-Gao reg | Mcl1 Bid PPI | Bim-Mcl-1
CC(C)[C@@H]1NC(=O)c2cc([N+](=O)[O-])cc(F)c2NCCC[C@@H](C(N)=O)NC(=O)[C@H](CO)NC1=O as listed: 2.8 | · | 12 | 19 | 110 | 4 | 6 | 132 | 119 | 7 | 4
CCCCCc1c(C)nc(N2CCc3ccccc32)[nH]c1=O as listed: 0.3 | · | 22 | 19 | 98 | -7 | 43 | 99 | 102 | -2 | -2

Further results
molecule	ABCB1 inh	Pf gametocyte	Avidin fluor	GSH fluor	RGS7-Gao	Mcl1-Noxa inh	ABCG2 inh	RGS8-Gao	RGS4-Gao reg	Mcl1 Bid PPI	Bim-Mcl-1
CN1CCN(C(=O)c2ccc(C(C)(C)C)cc2)CC1	0.9	-7	9	10	99	2	4	102	105	-7	4
COc1cc2c(cc1OC)C(C(=O)N(C)Cc1ccccc1)C(c1cccnc1)N(C)C2=O (centres undefined)	0.0	15	9	13	100	6	0	100	101	3	-1
Cc1cccc(C(=O)NNC(=O)CCC(=O)Nc2cccc(Cl)c2C)c1	0.1	6	10	12	97	-7	3	100	101	15	-1
CC(=O)OCCN(Cc1ccccc1)Cc1ccc2c(c1)OCO2	0.2	-9	9	50	89	21	-1	99	87	24	-3
Fc1ccc(-c2cc(-c3nnc4n3CCCCC4)c3ccccc3n2)cc1	7.2	20	15	11	94	-10	5	100	96	-4	-4
CCN1C(=O)/C(=C/c2cccs2)S/C1=N\S(=O)(=O)c1ccc(C)cc1	0.2	16	16	17	102	-32	-1	102	104	-12	-7
Cc1ccc(NS(=O)(=O)c2ccc(N3CCN(c4ccc(O)cc4)CC3)c([N+](=O)[O-])c2)c(C)c1	-0.7	11	2	11	100	43	-7	101	101	-78	-2
Cc1cc(NC(=O)CCC(=O)N(c2cccnc2)C(C(=O)NC2CCCC2)c2ccccc2F)no1 (centres undefined)	0.2	11	36	19	99	18	-3	98	98	2	-9
O=C(Cc1ccc(Br)cc1)N1CCN(c2ccc(F)cc2)CC1	2.0	-22	11	55	98	7	8	99	96	-29	0
C=CCn1c(NCCO)nc2c1c(=O)n(C)c(=O)n2C	0.1	·	10	49	97	-3	0	100	91	-15	-1
CC(C)(C)c1ccc(NNC(=O)C2CCC2)cc1	·	-4	6	·	?	7	·	101	97	-11	·
Cc1ccc(-c2csc(NC(=O)CSc3nnc4c(n3)[nH]c3ccccc34)n2)cc1	-4.8	11	5	11	92	31	-17	94	89	-6	-3
CC(=O)Nc1ccc(S(=O)(=O)N2CCCCC2c2cccnc2)cc1 (centres undefined)	0.5	10	8	68	102	-4	1	98	100	-14	0
COc1ccccc1NCC(=O)NNCC(=O)Nc1ccc(F)c(Cl)c1	0.6	-28	8	14	101	13	29	100	102	-30	2
CCOC(=O)CNC(=O)CSc1nnc(C)c(=O)[nH]1	0.0	2	10	11	101	-1	0	101	102	1	-7
Nc1ccc2c(c1)nc(Cc1ccccc1)n2CCO	0.2	18	14	25	107	8	0	105	104	-49	0
CCOC(=O)C1CCN(C(=O)Nc2ccc3nc(-c4ccco4)c(-c4ccco4)nc3c2)CC1	-0.6	·	4	6	72	97*	-2	79	83	25	19
CCc1nc(N=C(N)N)nc2ccccc12	1.1	3	21	7	104	6	2	106	103	-12	0
CC(C)CC(NC(N)=O)C(=O)NCc1ccccc1Cl (centres undefined)	0.3	8	5	22	96	5	0	98	96	-26	-2
CC(=O)Nc1nnc(SCC(=O)NC(C)(C)C)s1	0.0	-9	5	16	109	1	1	103	107	-4	-2
COc1cccc(CN2CCNC(=O)C2CC(=O)NCc2cn3ccccc3n2)c1OC (centres undefined)	1.5	-9	1	14	111	3	5	109	110	-35	-1

Four entries out of the list above, sorted by the number in Avidin fluor, lowest first.
| SMILES | Avidin fluor |
| --- | --- |
| CC(C)CC(NC(N)=O)C(=O)NCc1ccccc1Cl (centres undefined) | 5 |
| CC(=O)Nc1ccc(S(=O)(=O)N2CCCCC2c2cccnc2)cc1 (centres undefined) | 8 |
| CC(=O)OCCN(Cc1ccccc1)Cc1ccc2c(c1)OCO2 | 9 |
| CCc1nc(N=C(N)N)nc2ccccc12 | 21 |
